Tau fibril ThT: tau fibrillization inhibition (ThT binding). P10636. recombinant tau K18 P301L, heparin-induced fibrillization, ThT fluorescence. Potency, µM (doses to about 57.4 µM), for the others: at the top dose activity, negative = inhibition, actives largely listed as inhibitors. actives 2.1% (n = 270,000). AID 1460; note: nearly all actives have a fitted effect of over 55% in size
Target sequence (P10636 561-689 P618L limits assumed): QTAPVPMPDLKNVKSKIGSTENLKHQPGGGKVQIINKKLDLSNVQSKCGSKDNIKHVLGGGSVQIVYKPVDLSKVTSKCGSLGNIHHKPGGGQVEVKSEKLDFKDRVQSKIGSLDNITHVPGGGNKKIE
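Fibril formation assay: tau K18 P301L at 15 uM with trace Alexa 594 label, heparin inducer 20 uM, pH 7 sodium acetate buffer, 37 C for 6 hr; endpoint ThT signal.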
Tau fibril FP: tau fibrillization inhibition (FP); P10636; Potency, µM (top dose mostly 57.7 µM), for the others: at the highest dose activity, negative = inhibition, most hits filed as inhibitors; K18 P301L tau heparin fibrillization, Alexa594 FP, 6 h; actives 0.39% (n = 280,000); note: nearly all actives have a fitted effect of over 55% in size
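Recombinant K18 P301L […], labeled with Alexa 594 at 0.24 uM over 15 uM unlabeled; heparin inducer 20 uM final; 37 C, 6 hr; FP endpoint.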
TRb-SRC2 inh: disrupts binding of human TR beta to SRC2; TRbeta-SRC2 peptide binding, fluorescence polarization; receptor liganded with 1 µM T3; Potency, µM (titrated, usually from 106 µM), for the others: at the highest dose activity change, negative = inhibition, actives largely listed as inhibitors; actives 0.065% (n = 280,000); P10828;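 note: plate controls were bound peptide for no effect and peptide without receptor for full effect; nearly all actives have a fitted effect of over 50% in size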
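Human TRb ligand-binding domain (0.6 uM) is mixed with 20 nM Texas Red SRC2 peptide and 1 uM T3; after compound addition and 5 hr at ambient temperature, polarization is measured and normalized to unbound and bound controls.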
L3MBTL1 block: L3MBTL1 (human) inhibition; Potency, µM (top dose mostly 57.1 µM), for the others: at the highest dose activity, negative = inhibition, hits mostly inhibitors; actives 0.66% (n = 230,000); AlphaScreen L3MBTL1–H3K9me1 peptide binding; note: nearly all actives have a fitted effect of over 60% in size
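L3MBTL1 50 nM + b-AHA-H3(1-15)K9me1 75 nM, 30 min RT; compound added, 30 min RT; streptavidin donor/Ni-chelate acceptor beads 10 ug/mL each final, 30 min RT dark; AlphaScreen read.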
TexasRed fluor: Texas Red fluorescence interference in TRb-SRC2 counter-screen. actives 0.29% (n = 280,000). TRb/SRC2 Texas Red total fluorescence interference. Potency, µM (series often up to 106 µM), inactives show at the highest dose fluorescence change, negative = quenching. AID 1479; active = well fitted curve in either direction with a large enough effect; inconclusive = small, poorly fitted or top-dose-only effect
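Flags fluorescent or light-absorbing compounds by total fluorescence, S + 2P, at 555 nm excitation and 632 nm emission. Mixture: 20 nM Texas Red SRC2 peptide, 0.6 uM human TRb LBD, 1 uM T3, 5% DMSO; compound exposure 5 h at ambient temperature.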
Tau fluor counter: counter-screen for tau fibril formation inhibitors; Potency, µM (titrated, usually from 57.7 µM), without a hit: top-dose activity change, negative = decrease; actives 0.93% (n = 280,000); AID 1463; tau K18 P301L Alexa594 fluorescence, heparin fibrillization; note: nearly all actives have a fitted effect of over 55% in size
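Human tau K18 P301L (15 uM unlabeled, 0.24 uM Alexa 594-labeled) in 100 mM sodium acetate pH 7 with 20 uM heparin, 6 hr at 37 C. ThT 30 uM added, 1 hr ambient; Alexa 594 FP and total fluorescence read at 555/632 nm.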
ALDH1A1 inh: blocks purified human ALDH1A1 activity; AID 1030; Purified ALDH1A1, NADH fluorescence, propionaldehyde substrate; actives 7.3% (n = 220,000); P00352; Potency, µM (titrated, usually from 75.3 µM), without a hit: at the top dose activity, negative = inhibition, most hits filed as inhibitors; active = well fitted inhibition curve with a large enough effect, not every such curve was filed as active; inconclusive = small, poorly fitted or top-dose-only effect, or another doubt; inactive = no such curve, though single readings can be large or run the other way;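 note: plate controls were no enzyme wells and a reference inhibitor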
Target sequence (P00352 whole entry, looked up): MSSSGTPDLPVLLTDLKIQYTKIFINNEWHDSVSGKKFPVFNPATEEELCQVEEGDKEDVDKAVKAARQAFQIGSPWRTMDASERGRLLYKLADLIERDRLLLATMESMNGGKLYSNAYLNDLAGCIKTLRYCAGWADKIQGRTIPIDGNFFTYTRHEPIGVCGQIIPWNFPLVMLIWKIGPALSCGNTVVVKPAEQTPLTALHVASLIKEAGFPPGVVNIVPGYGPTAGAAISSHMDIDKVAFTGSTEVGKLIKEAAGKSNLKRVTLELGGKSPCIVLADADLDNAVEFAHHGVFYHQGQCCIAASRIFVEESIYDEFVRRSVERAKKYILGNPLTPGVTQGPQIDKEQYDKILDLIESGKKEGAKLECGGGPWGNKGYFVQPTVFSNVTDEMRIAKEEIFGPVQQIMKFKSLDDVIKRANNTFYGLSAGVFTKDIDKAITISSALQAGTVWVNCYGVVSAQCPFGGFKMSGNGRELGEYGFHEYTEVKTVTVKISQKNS
aGal spleen mod: alpha-galactosidase A (human) modulation. P06280. human spleen homogenate, 4MU-alpha-Gal fluorescence, 40 min. Potency, µM (top dose mostly 80 µM), for the others: at the highest dose activity change, negative = inhibition, hits mostly inhibitors. actives 0.008% (n = 240,000);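 note: 0% = enzyme with vehicle and -100% = no enzyme basal signal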
Target sequence (P06280 32-429 limits assumed): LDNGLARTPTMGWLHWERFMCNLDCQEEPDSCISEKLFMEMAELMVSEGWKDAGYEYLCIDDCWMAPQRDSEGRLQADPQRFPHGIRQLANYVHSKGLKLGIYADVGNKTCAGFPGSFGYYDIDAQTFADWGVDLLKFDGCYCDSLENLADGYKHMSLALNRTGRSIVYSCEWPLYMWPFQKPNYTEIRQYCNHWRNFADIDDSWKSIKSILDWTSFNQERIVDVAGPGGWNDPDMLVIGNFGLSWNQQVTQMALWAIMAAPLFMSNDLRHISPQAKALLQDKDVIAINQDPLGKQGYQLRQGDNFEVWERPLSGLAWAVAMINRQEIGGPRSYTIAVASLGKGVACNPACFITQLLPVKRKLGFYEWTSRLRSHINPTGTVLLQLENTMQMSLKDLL
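Fluorogenic readout (Ex 365/Em 440 nm) of 4-methylumbelliferone released from 1 mM 4-MU-alpha-galactoside by spleen homogenate, 40 min at 37C, pH 5.0. Data normalized to no-enzyme and enzyme controls; Hill-equation AC50 from compound titrations.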
The depositor's hits bear a star; ? = inconclusive; nt = no result given; & = joins results of further samples; [ ] = another dose, or the depositor's remark. Unless noted, calls come from the whole dose curve; as a rule, active = well fitted curve in the direction sought with a large enough effect; inconclusive = small, poorly fitted or top-dose-only effect, or another doubt; inactive = no such curve, though single readings can be large; an effect the other way counts as inactive or inconclusive. Unless noted, % is set by controls: 0 for no effect and ±100 for the full control effect; potency is the fitted concentration of half-maximal effect.

SMILES	Tau fibril ThT	Tau fibril FP	TRb-SRC2 inh	L3MBTL1 block	TexasRed fluor	Tau fluor counter	ALDH1A1 inh	aGal spleen mod
CCN(c1cccc(C)c1)c1nc2ccsc2c(=O)s1	-20.1%	-8.1%	-8.6%	nt	-0.3%	-25.6%	27.8%	6.7%
CCOc1cc(CNC(=O)C2CCN(c3nc4ccccc4[nH]3)CC2)cc(OCC)c1OCC	?	2.9%	-2.7%	nt	-1.7%	-15.4%	nt	nt
Cc1ccc(CNC(=O)C2CCN(S(=O)(=O)Cc3ccccc3)CC2)cc1	9.2%	-0.3%	-1.2%	nt	-0.3%	3.6%	nt	nt
CCCCN(C(=O)NC(=O)Nc1ccccc1OC)S(C)(=O)=O	-1.0%	-1.6%	4.8%	-3.0%	-2.2%	-3.7%	8.7%	-1.4%
Cc1ccc2[nH]c3c(=O)n(CCCN4CCOCC4)cnc3c2c1	0.6%	-2.4%	-11.8%	nt	0.9%	-0.8%	?	-8.0%
CCc1ccc(C(=O)c2cn(CC(=O)Nc3ccc4c(c3)OCO4)c3ccc(Cl)cc3c2=O)cc1	4.2%	-4.5%	-9.8%	nt	0.2%	-27.1%	nt	nt
Cc1nc(NC(=O)CSc2nnc(Cn3nnc4ccccc43)n2C)sc1C	5.0%	10.7%	6.9%	8.7%	0.8%	0.5%	6.0%	4.8%
CCOC(=O)C1=C(c2ccccc2)NC(=S)NC1c1cc([N+](=O)[O-])ccc1OC (stereo unspecified)	-13.3%	-2.6%	2.2%	-2.0%	-8.0%	-15.8%	3.98µM*	3.6%
N#Cc1cccc(-c2nc(N3CCNCC3)c3ccccc3n2)c1	3.2%	2.7%	-4.4%	nt	-0.7%	-3.3%	-2.3%	3.3%
CCOC(=O)c1cnc2nc(NCc3ccc(OC)c(OC)c3)[nH]n2c1=O	-3.0%	-2.1%	?	21.7%	0.5%	-7.4%	-0.6%	-13.2%
O=C(Nc1ccc(F)cc1)N(Cc1cccs1)Cc1cc2cc3c(cc2[nH]c1=O)OCO3	-8.2%	?	1.0%	-1.2%	-7.2%	-28.6%	?	-1.2%
CC(C)n1cc(/C=N\NC(=O)c2cc3c(ccc4ccccc43)o2)c2ccccc21	?	2.9%	8.8%	1.0%	1.5%	?	-1.9%	7.0%
N#Cc1ccc(-c2ccc(Cl)cc2)nc1SCC(=O)c1cccc(Cl)c1	-11.1%	6.8%	-15.7%	nt	-3.0%	-27.3%	3.3%	9.9%
CCOC(=O)C1=C(CSc2nc3ccccc3s2)NC(=O)NC1c1cc(C)ccc1C (stereo unspecified)	-13.1%	1.7%	1.8%	-3.5%	-3.7%	-16.3%	-1.4%	-7.5%
COC(=O)C1=C(C(=O)OC)[C@@H]2N(C)c3ccc(OC)cc3[C@@]23C[C@@H](C(=O)OC)N(S(=O)(=O)c2ccc(Br)cc2)C3=N1	-2.3%[11.5 µM]	8.6%[11.6 µM]	7.2%[11.2 µM]	nt	-2.4%[11.2 µM]	-17.9%[11.6 µM]	4.1%[13.5 µM]	2.2%[17.5 µM]
CCNC(=O)COc1ccc(/C=N/NC(=O)c2cccnc2)cc1OC	-0.8%	-2.0%	-3.3%	0.3%[11.4 µM]	-1.1%	2.5%	-4.3%	-3.4%
CC1CCC(C(C)C)C(OCC[N+](C)(C)C)C1 (stereo unspecified)	3.9%	0.4%	1.1%	4.9%	-17.5%	7.0%	27.2%	2.7%
CN(C)C(=O)c1ccc2c(c1)n(C)c(=O)n2C	-2.4%	5.9%	0.2%	-3.6%	-1.1%	-1.6%	-2.4%	-0.8%
O=C(CCC(=O)Nc1cccc(Cl)c1)N/N=C/c1cc([N+](=O)[O-])ccc1O	?	-2.0%	5.2%	nt	-7.3%	?	-2.6%	7.6%
CCN(c1ccccc1)S(=O)(=O)c1c(-c2ccc(C)cc2)csc1C(=O)OC	-12.8%	1.2%	-0.7%	nt	-0.5%	-21.5%	nt	nt
CCOC(=O)Cn1c(=O)oc2cc(S(=O)(=O)NC(C)c3ccccc3)ccc21 (stereo unspecified)	-0.6%&-10.3%	-4.2%&3.8%	6.3%&1.5%	nt	0.8%&1.9%	-12.9%&-10.1%	7.3%	-2.3%
O=C(C1CCCN(S(=O)(=O)c2cccs2)C1)N1CCc2ccccc2C1 (stereo unspecified)	-11.4%	-2.9%	-6.6%	nt	-1.9%	-12.1%	?	5.5%
CCn1cc(CN2CCc3c([nH]c4ccccc34)C2c2cccc(OC)c2OC)c(C)n1 (stereo unspecified)	-12.2%	-3.3%	-6.1%	-10.4%	-1.8%	-15.8%	0.0%	-4.0%
COC(=O)c1ccc(NS(=O)(=O)c2c(C)nc3sccn3c2=O)cc1	-4.0%	-9.8%	-0.5%	nt	0.1%	-6.7%	nt	nt
O=C1CN(C(=O)c2cccc(S(=O)(=O)N3CCCC3)c2)c2ccccc2N1	nt	0.3%	1.8%	nt	-1.6%	6.9%	nt	-2.3%
Cc1ccc(C)c(N2CCN(C(=O)c3cc4ccccn4n3)CC2)c1	-10.5%	-3.8%	-10.0%	-1.6%	0.3%	-10.4%	?	-3.0%
C=CCN1CCN(c2ccncc2S(=O)(=O)N2CCOCC2)CC1	-4.2%	-2.7%	1.3%	nt	2.0%	-4.5%	-10.7%	-6.0%
COc1ccc(CCNC(=O)c2ccc(N3CCCC3=O)cc2)cc1OC	-19.1%	-0.3%	-9.2%	-6.5%	0.6%	-0.1%	0.2%	13.5%
O=C(Cc1ccc(-n2c(=O)c3ccccc3n(Cc3ccc(F)cc3)c2=O)cc1)NCC1CCCO1 (stereo unspecified)	-2.2%	-6.1%	3.3%	3.6%	-1.3%	-5.6%	-3.5%	5.3%
CCC(=O)N1CCN(c2nc(-c3ccccc3)c3c(c2C#N)CCCC3)CC1	?	-1.9%	0.1%	nt	1.4%	-12.4%	?	4.0%
COc1ccc(-c2csc3ncn(-c4ccc(C)cc4)c(=O)c23)cc1OC	-7.7%	4.0%	10.4%	-16.8%	-2.4%	-6.3%	3.2%	-3.5%
CCn1c(=O)ccc2cc([N+](=O)[O-])ccc21	-9.5%	5.5%	-2.9%	-4.5%	-7.8%	9.5%	-3.5%	4.7%
COc1ccc(C2c3c(n(C)c4ccccc34)C(=O)N2CC(=O)Nc2ccc(Cl)cc2)cc1 (stereo unspecified)	0.8%	-13.2%	-2.4%	nt	-2.5%	-22.4%	nt	nt
CC1(C)C(=O)OC(c2cccn2-c2ccc([N+](=O)[O-])cc2)C(C)(C)C1=O (stereo unspecified)	-0.2%	-9.0%	0.3%	4.8%	1.6%	-14.3%	-0.3%	-5.7%
Cc1ccc2c(c1)c1c3n2CCN[C@H]3CCC1	-13.5%	-0.1%	2.6%	nt	-1.2%	-16.0%	6.0%	-15.6%
O=C(Nc1ccc(Cc2ccncc2)cc1)c1cc(F)c(F)cc1Cl	2.9%	6.7%[2.34 µM]	-1.3%	4.1%	-3.4%	14.7%[2.34 µM]	-4.5%	0.7%
COc1ccccc1OCC(=O)Nc1cccc(-c2nnc(-c3ccco3)o2)c1	?	5.0%	5.2%	-4.2%	2.5%	-22.8%	?	-0.8%
CCOC(=O)C1CCCN(C(=O)c2cc3ccccc3oc2=O)C1 (stereo unspecified)	-4.5%	3.2%	0.2%	-5.5%[11.4 µM]	-3.7%	-7.6%	?	-3.0%
c1ccc(-c2nnc(CSc3nnc(-c4ccncc4)n3Cc3ccco3)o2)cc1	6.9%	1.9%	0.7%	-0.4%	-2.1%	7.7%	8.5%	16.8%
O=C(N/N=C/c1ccccn1)c1ccc(NC(=O)c2cccc([N+](=O)[O-])c2)cc1	?	5.1%	-8.0%	46.4%[activator]	-0.2%	?	?	7.3%

Given as labelled records: 2 of the compounds above
O=C(Nc1ccc(Cc2ccncc2)cc1)c1cc(F)c(F)cc1Cl
  Tau fibril ThT = 2.9%	Tau fibril FP = 6.7%[2.34 µM]	TRb-SRC2 inh = -1.3%	L3MBTL1 block = 4.1%	TexasRed fluor = -3.4%	Tau fluor counter = 14.7%[2.34 µM]	ALDH1A1 inh = -4.5%	aGal spleen mod = 0.7%

COc1ccccc1OCC(=O)Nc1cccc(-c2nnc(-c3ccco3)o2)c1
  Tau fibril ThT = ?	Tau fibril FP = 5.0%	TRb-SRC2 inh = 5.2%	L3MBTL1 block = -4.2%	TexasRed fluor = 2.5%	Tau fluor counter = -22.8%	ALDH1A1 inh = ?	aGal spleen mod = -0.8%

(further entries)
SMILES	Tau fibril ThT	Tau fibril FP	TRb-SRC2 inh	L3MBTL1 block	TexasRed fluor	Tau fluor counter	ALDH1A1 inh	aGal spleen mod
Cc1ccc(N(CC(=O)N2CCN(c3ccccc3)CC2)S(=O)(=O)c2c(C)noc2C)cc1	?	3.0%	-2.2%	nt	-2.1%	-21.9%	nt	nt
C/C(=N\N=C(c1ccccc1)c1ccccc1)c1cccs1	-8.4%	-13.9%	-6.3%	-3.6%	-0.9%	-11.9%	0.9%	-4.5%
O=C(CCn1c(=O)oc2ccccc21)NCc1cccs1	4.3%	-0.8%	-8.1%	26.9%	2.3%	3.9%	-3.0%	-2.8%
CCOc1ccc(CCNC(=O)CCn2c(=O)c3cccn3c3cccnc32)cc1	-1.3%	6.4%	3.1%	nt	-1.7%	7.7%	nt	nt
Cc1noc(C)c1CCC(=O)N1CCCC(CCC(=O)NCc2ccccc2F)C1 (stereo unspecified)	1.7%	-7.8%	4.0%	12.4%	-1.7%	1.9%	1.7%	1.6%
CCC1CCCN1Cn1cnc2c([nH]c3ccccc32)c1=O (stereo unspecified)	-2.5%	-0.9%	-16.0%	34.9%[activator]	0.8%	-6.8%	?	-8.8%
O=C(C1CCN(S(=O)(=O)c2cccc3nonc23)CC1)N1CCN(c2cccc(Cl)c2)CC1	-7.9%	14.0%	-0.9%	nt	-2.5%	-26.7%	nt	nt
COc1cccc(C(=O)Oc2cc3c4c(c2)C(C)=CC(C)(C)N4C(=O)C3=O)c1	?	4.8%	-1.8%	?	-5.6%	?	8.91µM*	4.0%
CS(=O)(=O)N(Cc1ccc(Cl)cc1)c1ccc(C(=O)NCCC2=CCCCC2)cc1	2.9%	-0.9%	-27.1%	nt	1.4%	-3.9%	10.6%	-2.5%

Copied from the list:
In aGal spleen mod, `CCC1CCCN1Cn1cnc2c([nH]c3ccccc32)c1=O` (stereo unspecified) is entered as -8.8%
In Tau fibril FP, `Cc1noc(C)c1CCC(=O)N1CCCC(CCC(=O)NCc2ccccc2F)C1` (stereo unspecified) is entered as -7.8%
In Tau fluor counter, `Cc1ccc(N(CC(=O)N2CCN(c3ccccc3)CC2)S(=O)(=O)c2c(C)noc2C)cc1` is entered as -21.9%
